Screening results as filed in PubChem BioAssay.
SRC3 TRFRET art = TR-FRET artefact, counter-screen to PPARgamma/SRC-3 agonist assay; PPARgamma/SRC-3 format; stronger effect = higher value; TR-FRET ratio at 8 µM; 0.39% of 99,000 active; AID 1048; in the data active = TR-FRET ratio above about 2000; also: inactives centre near 1600; reference of the scale not given here
SRC1 TRFRET art = TR-FRET artefact, counter-screen to PPARgamma/SRC-1 agonist assay. AID 1051. 0.34% of 99,000 active. TR-FRET ratio at 8 µM. TR-FRET detection artefact counter-screen, emission ratio; stronger effect = higher value; in the data active = TR-FRET ratio above about 2300; also: inactives centre near 1800; reference of the scale not given here
An asterisk follows results filed as active. A portion of the library. The share of hits here may be higher or lower than overall.

SMILES	SRC3 TRFRET art	SRC1 TRFRET art
CCOC(=O)CN/C=C(\C#N)c1ccccc1	1496	1640
Cc1nn(C)c(Oc2ccccc2)c1CCNC(=O)C(C)(C)C	1562	1517
CCN1/C(=C\C=C2\C(=O)N(c3ccccc3)C(=S)N2C)Sc2ccccc21	1724	1781
O=C(NCc1ccccn1)c1ccc(Cl)c(S(=O)(=O)N2CCCCC2)c1	1491	1622
CCN1CCN(CCOc2ccc(Br)cc2C)CC1	1447	1722
Cc1sc(-c2ccccn2)nc1OC(=O)c1ccc(F)cc1F	1385	1840
CCOc1ccc(NC2OC(CO)C(O)C(O)C2O)c([N+](=O)[O-])c1 (stereo unspecified)	1709	1826
CSCCC(NC(=O)c1cc(C(C)(C)C)oc1C)C(=O)O (stereo unspecified)	1782	1859
Nc1[nH]c(=O)[nH]c(=O)c1N=Nc1cccc(Cl)c1	1525	1783
O=C(CN1CCN(c2ccc(F)cc2)CC1)c1cccs1	1686	1887
O=C(O)c1ccc(CS(=O)(=O)Cc2ccccc2F)o1	1599	1590
Cc1cc(C(=O)CN2C(=O)NC(CC(C)C)C2=O)c(C)n1-c1ccccc1F (stereo unspecified)	1490	1695
O=C(NC1CCCCCC1)C1CCN(S(=O)(=O)c2cnc[nH]2)CC1	1531	1826
Cc1cc(=O)oc2ccc(OC(C)C(=O)O)cc12 (stereo unspecified)	1792	1649
COc1ccc(C)cc1N(CC(=O)N/N=C/c1ccc2c(c1)OCO2)S(C)(=O)=O	1524	1820
COCCCN1C(=O)CC(C(=O)OC)=C1C	1668	2104
C=C(C)c1cccc(C(C)(C)NC(=O)N2CCN(c3ccc(OC)cc3)CC2)c1	1743	1875
O=C(COC(=O)/C=C/c1ccco1)Nc1ccc(F)cc1Cl	1619	1823
CC1CCN(C(=O)CCCC(=O)O)CC1	1540	1631
O=C1C2C3c4ccccc4C(c4ccccc43)C2C(=O)N1c1cccnc1 (stereo unspecified)	1523	1654
O=[N+]([O-])c1ccc(-c2ccc(/C=N/Nc3nc(NCc4ccccc4)nc(N4CCOCC4)n3)o2)cc1	1679	1662
CCC1(C)OC(=O)NN(c2ccc(C)cc2)C1(C)O (stereo unspecified)	1623	1798
CCOC(=O)C(NC(=O)Nc1ccc(Cl)cn1)(Oc1ccccc1)C(F)(F)F (stereo unspecified)	1613	1852
C=CCNS(=O)(=O)c1cccc(C(C)=O)c1	1627	1988
CCCCOC(=O)Oc1ccc2c(=O)c(Oc3cccc(C)c3)coc2c1	1571	1740
COc1ccnc(Oc2cccc(C(F)(F)F)c2)c1C(=O)N/C=N/OCc1ccccc1F	1873	1659
COc1ccc(CC(=O)NCC(=O)N/N=C/c2ccco2)cc1	1471	1580
c1ccc(CN=C2NN=C(c3ccccc3)CS2)cc1	1689	1867
COc1cccc(/C(=N/O)C2CC2c2ccc(Cl)cc2)c1 (stereo unspecified)	1606	1726
Cn1c(=O)c2c(nc(CO)n2C)n(C)c1=O	1361	1472
O=C(c1cccc(OCc2ccccc2)c1)N1CCOCC1	1518	1778
OCCN1CCN(C(=S)Nc2ccc(SC(F)F)cc2)CC1	1592	1866
Cc1nnc2sc(SCC(=O)Nc3ccc(Br)cc3)nn2c1=O	1614	1631
O=[N+]([O-])c1cccc(/C=N\N=C2c3ccccc3-c3ccccc32)c1O	1533	1561
Cn1ncc(Cl)c1C(=O)NCc1ccco1	1632	1656
COc1cccc(Oc2ccc(C(F)(F)F)cc2NC(=O)c2cccc(F)c2)c1	1621	1770
CCOC(=O)c1cc(-c2cccc([N+](=O)[O-])c2)n[nH]1	1627	1882
CCOC(=O)C1(Cc2ccccc2)CCN(C2Cc3ccccc3C2)CC1	1553	1718
COC(=O)/C(=N/Nc1ccccc1C)N1CCCc2ccccc21	1480	1619
CCCN(CCC)C(=S)Nc1cc(C(=O)OC)ccc1C(=O)OC	1283	1715
S=C(NC1CCCCC1)N1CCn2cccc2C1c1ccncc1 (stereo unspecified)	1468	1873
O=C(CCN1C(=O)/C(=C\c2cccs2)SC1=S)Nc1ccccn1	1723	1701
CC(=O)Nc1ccc(N2C(=O)CSC2c2ccccc2[N+](=O)[O-])cc1 (stereo unspecified)	1677	1728
Cc1ccc(S(=O)(=O)/N=C2/C=C(Sc3ncn[nH]3)C(=O)c3ccccc32)c(C)c1	1694	1550
COc1cccc(C(=O)NN/C(C)=C/C(=O)C(F)(F)C(F)(F)C(F)(F)F)c1	1580	1917
NC(=S)NN=C(Cc1ccccc1)Cc1ccccc1	1600	1582
O=C(COC(=O)/C=C/c1cccs1)Nc1nc(-c2ccccc2)cs1	1537	1652
CC(C)Nc1nnc(SCC(=O)Nc2ccc3c(c2)C(=O)c2ccccc2C3=O)s1	1516	1911
CC(/C=N/Nc1nc2ccccc2[nH]1)=C\c1ccccc1	1693	1927
Oc1cccc2ccc(/C=C/c3c(F)cccc3Cl)nc12	1593	1864
O=C(CNC(=O)c1cccc(F)c1)N/N=C/c1cccc([N+](=O)[O-])c1	1934	1913
COc1ccccc1C(=O)C1CCCN(C(=O)C2CCCC2)C1 (stereo unspecified)	1450	1573
O=C(CCCN1C(=O)c2cccc3cccc(c23)C1=O)N1CCN(c2ncccn2)CC1	1436	1671
O=C(C(=O)N1CCN(c2cccc(Cl)c2)CC1)N1CCCCC1	1395	1735
O=C(O)C1CSC2(c3ccc(Br)cc3)CCC(=O)N12 (stereo unspecified)	1527	2055
CC(C)COP(=O)(c1ccc(N(C)C)cc1)C(Nc1ccccc1)c1cccnc1 (stereo unspecified)	1596	1945
CN1CCN/C1=C(/C(Cl)=C(Cl)Cl)[N+](=O)[O-]	1332	1794
CCCCCn1c(=O)[nH]c2cc(C(=O)O)ccc2c1=O	1479	1624
COc1cccc(NC(=O)Nc2ccc(CC(=O)O)cc2)c1	1503	1824
CCn1cc(C(=O)O)c(=O)c2cc(F)c(N3CCN(C(=S)NC(=O)c4ccc(F)c(F)c4)CC3)cc21	1530	1805

Next records:
SMILES	SRC3 TRFRET art	SRC1 TRFRET art
O=C(COc1ccccc1)Nc1ccc([N+](=O)[O-])cc1	1636	1637
O=C(NCCc1ccccc1)c1ccc(CS(=O)(=O)c2ccc(Cl)cc2)o1	1732	1791
CNc1ccccc(-c2ccc3cc4c(cc3n2)OCO4)c1=O	1715	1559
CC1N(C)c2cc(NC(=O)c3cccs3)c(P(=O)(Nc3ccc([N+](=O)[O-])cc3)N3CCOCC3)cc2C1(C)C (stereo unspecified)	1560	1837
CCN(c1ccccc1)S(=O)(=O)c1ccc(OC)c(NC(=O)Cn2cnc3c2c(=O)n(C)c(=O)n3C)c1	1335	1748
Cc1ccc(-c2cc(C(F)F)n3ncc(C(=O)NN4CCCCC4)c3n2)cc1	1664	1857
O=C(CCN1CCN(c2ccccc2)CC1)NNC(=S)Nc1ccccc1	1416	1730
CCN(CC)CCNC(=O)c1cccc(NC(=O)C(=O)c2ccccc2NC(C)=O)c1	1498	1517
CC(C)NC(=O)/C(C#N)=C/c1cccc(NC(=O)c2ccccc2Cl)c1	1758	1866
O=C(CSc1nc(O)c(C2CCCCC2)c(=O)[nH]1)Nc1ccc(Cl)cc1	1743	1618
COc1ccc(-n2cc(C#N)c(=O)[nH]c2=O)cc1	1793	1926
O=C(Nc1ccc2c(c1)OCCO2)C1CCCN(S(=O)(=O)c2cccnc2)C1 (stereo unspecified)	1615	1718
COc1cccc(Cn2cnc3c([N+](=O)[O-])c(C)c(C)cc32)c1	1695	1911
C/C(=N/NC(=O)c1sc(=S)n(C)c1C)c1ccccc1	1575	1847
Cc1ccn2c(Nc3ccc4c(c3)OCO4)c(-c3ccccn3)nc2c1	1801	1959
Cn1c(=O)cc(OCCCC(=O)NCCC2=CCCCC2)c2ccccc21	1648	1734
COc1ccc(C(=O)C(Cc2cc(C(C)=O)ccc2OC)N2CCCC2)cc1 (stereo unspecified)	1577	1755
CC1=C(C(=O)Nc2ccccn2)C(c2ccc3c(c2)OCO3)C2=C(CC(C)(C)CC2=O)N1 (stereo unspecified)	1333	1802
COc1ccc(-c2csc(NC(=O)c3ccccc3NS(=O)(=O)c3ccc(C)cc3)n2)cc1	1643	1873
O=C(CN1CCCCCCC1)N/N=C/c1ccccc1F	1542	1641

4 of the compounds above, with each value named:
Cc1ccc(-c2cc(C(F)F)n3ncc(C(=O)NN4CCCCC4)c3n2)cc1
  SRC3 TRFRET art: 1664; SRC1 TRFRET art: 1857
O=C(CCN1CCN(c2ccccc2)CC1)NNC(=S)Nc1ccccc1
  SRC3 TRFRET art: 1416; SRC1 TRFRET art: 1730
CCN(CC)CCNC(=O)c1cccc(NC(=O)C(=O)c2ccccc2NC(C)=O)c1
  SRC3 TRFRET art: 1498; SRC1 TRFRET art: 1517
CC(C)NC(=O)/C(C#N)=C/c1cccc(NC(=O)c2ccccc2Cl)c1
  SRC3 TRFRET art: 1758; SRC1 TRFRET art: 1866

Laid out differently: entries from further up
COc1ccc(-c2csc(NC(=O)c3ccccc3NS(=O)(=O)c3ccc(C)cc3)n2)cc1
  SRC3 TRFRET art: 1643
  SRC1 TRFRET art: 1873

O=C(CN1CCCCCCC1)N/N=C/c1ccccc1F
  SRC3 TRFRET art: 1542
  SRC1 TRFRET art: 1641

Remaining list, next part.
SMILES	SRC3 TRFRET art	SRC1 TRFRET art
Cc1ccc(C(=O)Nc2ccc3c(c2)CCC3)o1	1352	1940
CC/C(=N\NC(=O)c1ccc(Br)cc1)c1ccccc1	1685	1632
O=C(Cn1c(=O)sc2ccccc21)Nc1nc2c(s1)CCCC2	1442	1910
CCCCN(C(=O)c1cc2ccccc2o1)c1c(N)n(CC(C)C)c(=O)[nH]c1=O	1530	1704
CCN(CC)S(=O)(=O)c1ccc(N2CCOCC2)c(NS(=O)(=O)c2ccc(C)c(C)c2)c1	1614	1879
O=C1c2ccccc2C(=O)N1CCCCN(C(=O)c1ccc(Cl)s1)c1ccc(Cl)cc1	1726	1953
CC(O)CNCCOc1ccccc1-c1ccccc1 (stereo unspecified)	1441	1865
CCC(CC)NC(=O)Nc1cccc(C)c1C	1486	1987
COc1ccc2oc(=Nc3ccc(C(=O)O)cc3)c(C(=O)NCc3ccco3)cc2c1	1331	1851
COc1ccccc1N1CCN(CC(=O)N2CCCC2)CC1	1614	1961
Cc1ccc(NC(=S)NNC(=O)c2c(Cl)c(C)nn2C)cc1	1509	1879
COc1cc2nc(CN(C)Cc3ccc(F)cc3)[nH]c(=O)c2cc1OC	1517	1622
Cc1ccc2cccc(NC3OC(=O)c4ccccc43)c2n1 (stereo unspecified)	1509	1804
COc1cccc(C(=O)Nc2cc(C)on2)c1OC	1552	1747
S=c1[nH]nc(-c2ccco2)n1/N=C/c1ccccc1Cl	1756	1678
Cn1cnnc1SCCCN1C(=O)c2cccc3cccc(c23)C1=O	1474	1783
Cc1ccc(-n2nnc3c(=O)n(CC(=O)NCc4ccccc4)cnc32)cc1	1748	1681
Cc1ccsc1/C=N/NC(=O)Cn1cnc2ccccc21	1391	1743
Cc1cccc(NC(=S)N(CCN(C)C)C(C)c2ccco2)c1 (stereo unspecified)	1570	1913
CCCC(C)C(=O)Nc1ccc(S(=O)(=O)Nc2nccs2)cc1 (stereo unspecified)	1679	1966
Cc1cc(N2CCOCC2)ccc1/C=C1/SC(=O)NC1=O	1494	2073
O=C(O)c1cn(Cc2ccccn2)c(=O)c2ccccc12	1822	1587
O=C(CN1CCCC1)Nc1ccc(F)cc1	1467	1766
C=CCN1C(=O)C(C)(C)N(C(C)=O)c2ccccc21	1659	1686
Cc1ccc(-c2cc(C(=O)NC3=NCCS3)c3ccccc3n2)cc1C	1550	1730
O=C(NCCNc1ccc2ccccc2c1)c1cccn2c(=O)c3sccc3nc12	1743	1744
CS(=O)(=O)N(CC(=O)NCc1cccnc1)C1CCCCC1	1563	1812
COc1ccc(OCC(=O)N/N=C2/C=C(C)CC2)cc1	1652	1934
CC(C)(C)C(=O)O/N=C1\CCS(=O)(=O)c2sccc21	1697	2004
Cc1cc(C)cc(N(CCC(=O)Nc2nnc(C3CC3)s2)S(=O)(=O)c2ccc(Cl)cc2)c1	1427	1793
Nc1c(Cl)cc(Cl)cc1C(=O)OCC(=O)N1CCOCC1	1557	1729
CCOc1ccccc1C1C(C#N)=C(N)Oc2cc(C)n(Cc3ccccn3)c(=O)c21 (stereo unspecified)	1378	1936
CC1(C)Cn2c(nc(=O)c3c2NCN(CCc2ccccc2)C3)S1	1816	2020
N#CC(c1ccccc1)c1cccc(Cl)n1 (stereo unspecified)	1611	1867
CC(C)N1CCN(Cc2cccn2-c2cccnc2)CC1CCO (stereo unspecified)	1392	1483
CCOc1ccc(S(=O)(=O)N/N=C(\C)c2ccc(Cl)c(Cl)c2Cl)cc1	1676	1625
COc1cc(C(=S)N2CCN(c3ccccc3Cl)CC2)cc(O)c1O	1530	1684
COc1ccc(-c2cnnc(N/N=C/c3ccc(C)o3)n2)cc1	1708	1972
Cc1ccc(C(=O)N2CCN(c3ccccc3)CC2)cc1C	1595	1483
CCOCc1nnc(NC(=O)c2cc(OC)c(OC)cc2[N+](=O)[O-])s1	1577	1759
COc1ccc(C/C(C)=N/NS(=O)(=O)c2ccc(Br)cc2)cc1	1814	2124
Cc1cccc(C)c1NC(=O)CSC(=S)N1CCCC1	1634	1757
Cc1ccc2nc(Cl)c3nnnn3c2c1	1535	1524
CCNC(=O)C1CCCc2c1[nH]c1ccc(Cl)cc21 (stereo unspecified)	1529	1903
Cc1ccc(C)c(S(=O)(=O)N2CCN(C(C(=O)Nc3ccc(F)cc3)c3ccccc3)CC2)c1 (stereo unspecified)	1369	1652

Compound profiles, from the list above:
COc1ccc(CC(=O)NCC(=O)N/N=C/c2ccco2)cc1 in the list: SRC3 TRFRET art = 1471; SRC1 TRFRET art = 1580
O=C(NCCNc1ccc2ccccc2c1)c1cccn2c(=O)c3sccc3nc12 in the list: SRC3 TRFRET art = 1743; SRC1 TRFRET art = 1744
